Source: PubChem
T cruzi HTS = blocks T. cruzi growth inside host cells. intracellular Trypanosoma cruzi in host cells, plate reader. activity score (inhibition), % at 5.01 µM. 22,000 compounds, 4.9% hits; in the data active = activity score above about 55%; inconclusive = no clear call, values can overlap the other calls;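 note: parasites and compound incubated about four days before reading; 0% = median of neutral control wells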
INS-1E rescue = preserves ATP levels in cytokine-treated INS-1E cells; INS-1E cytokine-induced death, ATP luminescence, 48 h; normalised: neutral wells 0, positive control 100; protection from cytokine-induced ATP loss, % at 10 µM; 20,000 compounds, 0.1% hits;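 active = mean replicate protection from cytokine-induced ATP loss at least 50% and at least 75% of replicates each reaching 50%; inconclusive = meets only one of the two criteria, mean or replicate share; inactive = fails both the mean and replicate share criteria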
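Assay system: INS-1E rat insulinoma cells. Amount: 8000 cells per well. Medium: phenol-red-free RPMI with 5% fetal bovine serum. Reagent: IL-1β, TNF-α and IFN-γ cytokine mix. Doses: one compound concentration, pin transfer. Schedule: 48 h co-treatment, 10 min post-lysis read. Detection: CellTiter-Glo luminescence measuring cellular ATP.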
* = called active by the depositor.

For C[C@H](CO)N1C[C@H](C)[C@@H](CN(C)C)Oc2c(NC(=O)c3cnccn3)cccc2C1=O the results were T cruzi HTS -13 and INS-1E rescue 4.
For Cc1noc(C)c1NC(=O)Nc1ccc2c(c1)CC(=O)N([C@@H](C)CO)C[C@H](C)[C@H](CN(C)Cc1ccc(-c3ccccc3)cc1)O2 the results were T cruzi HTS 3 and INS-1E rescue -35.
`COc1ccc(CN(C)C[C@@H]2Oc3ccc(NS(=O)(=O)c4cccs4)cc3CC(=O)N([C@H](C)CO)C[C@@H]2C)cc1` gave T cruzi HTS 5 and INS-1E rescue 3.
C[C@H]1CN([C@@H](C)CO)C(=O)c2cc(NC(=O)C3CC3)ccc2O[C@H]1CN(C)S(=O)(=O)c1ccccc1 was read as T cruzi HTS -1 and INS-1E rescue 8.
Screening COc1cc(Br)c(/C=N/NC(=O)c2ccccc2O)cc1OC returned T cruzi HTS -13 and INS-1E rescue -41.
Screening C[C@@H]1CN([C@H](C)CO)C(=O)c2cc(NC(=O)C3CCCCC3)ccc2O[C@@H]1CN(C)Cc1ccc(Oc2ccccc2)cc1 returned T cruzi HTS inconclusive.
`Cc1noc(C)c1NC(=O)N(C)C[C@@H]1Oc2ccc(NC(=O)NC(C)C)cc2C(=O)N([C@H](C)CO)C[C@@H]1C` gave T cruzi HTS -23 and INS-1E rescue 11.
C[C@@H]1CN([C@H](C)CO)C(=O)c2cc(NC(=O)CCCCCC(=O)Nc3ccccc3N)ccc2O[C@H]1CN(C)S(=O)(=O)c1cn(C)cn1 was read as T cruzi HTS -50 and INS-1E rescue -3.
Screening C[C@@H]1CN([C@H](C)CO)C(=O)Cc2cc(NS(=O)(=O)c3cn(C)cn3)ccc2O[C@@H]1CN(C)C(=O)NC1CCCCC1 returned T cruzi HTS -9 and INS-1E rescue 8.
Screening C[C@@H]1CN([C@@H](C)CO)C(=O)c2cc(NC(=O)Nc3ccccc3)ccc2O[C@@H]1CN(C)Cc1ccc(C(F)(F)F)cc1 returned T cruzi HTS 30 and INS-1E rescue -17.
For C[C@H]1CN([C@@H](C)CO)C(=O)c2cc(NS(=O)(=O)c3ccccc3)ccc2O[C@H]1CN(C)CC1CC1 the results were T cruzi HTS -26 and INS-1E rescue -1.
For CNC[C@H]1Oc2ccc(NC(=O)Nc3cccc4ccccc34)cc2C(=O)N([C@H](C)CO)C[C@@H]1C the results were T cruzi HTS -17 and INS-1E rescue 9.
For C[C@@H]1CN([C@H](C)CO)C(=O)c2cc(NC(=O)Cc3ccccc3)ccc2O[C@@H]1CN(C)S(C)(=O)=O the results were T cruzi HTS -7 and INS-1E rescue -3.
Screening C[C@H](CO)N1C[C@H](C)[C@H](CN(C)C(=O)Nc2ccc3c(c2)OCO3)Oc2ccc(NC(=O)Nc3ccc(F)cc3)cc2CC1=O returned T cruzi HTS -13 and INS-1E rescue 11.
Screening C[C@H]1CN([C@@H](C)CO)C(=O)Cc2cc(NC(=O)Nc3ccc4c(c3)OCO4)ccc2O[C@H]1CN(C)S(=O)(=O)c1ccc(Cl)cc1 returned T cruzi HTS 18 and INS-1E rescue -8.
For Cc1noc(C)c1NC(=O)Nc1ccc2c(c1)C(=O)N([C@@H](C)CO)C[C@@H](C)[C@H](CN(C)Cc1ccc(Oc3ccccc3)cc1)O2 the results were T cruzi HTS -38 and INS-1E rescue -9.
Screening Cc1ccccc1CN(C)C[C@H]1OCc2cnnn2CCCC(=O)N([C@H](C)CO)C[C@H]1C returned T cruzi HTS -5.
COc1ccc(CN(C)C[C@H]2Oc3c(NC(=O)NC(C)C)cccc3C(=O)N([C@@H](C)CO)C[C@@H]2C)cc1 was read as T cruzi HTS -16 and INS-1E rescue 4.
`C[C@H](CO)N1C[C@H](C)[C@@H](CN(C)S(=O)(=O)c2cn(C)cn2)Oc2c(NC(=O)c3ccc(-c4nccs4)cc3)cccc2C1=O` gave T cruzi HTS -8 and INS-1E rescue 11.
For C[C@@H]1CN([C@H](C)CO)C(=O)c2cc(NC(=O)CCCCCC(=O)Nc3ccccc3N)ccc2O[C@@H]1CN(C)Cc1ccc(Cl)c(Cl)c1 the results were T cruzi HTS 46 and INS-1E rescue -1.
`C[C@@H]1CN([C@H](C)CO)C(=O)c2cccc(NC(=O)C3CCCCC3)c2O[C@H]1CN(C)C(=O)Nc1ccc(F)cc1` gave T cruzi HTS -19 and INS-1E rescue 5.
For COC(=O)CCCCCCC(=O)N/N=C/c1cc(OC)c(OC)cc1[N+](=O)[O-] the results were T cruzi HTS 0 and INS-1E rescue 11.
`CC(C)NC(=O)Nc1cccc2c1O[C@@H](CN(C)C(=O)Nc1cccc3ccccc13)[C@@H](C)CN([C@H](C)CO)C2=O` gave T cruzi HTS 42 and INS-1E rescue 12.
`COc1ccc(NC(=O)N(C)C[C@H]2Oc3ccc(NS(=O)(=O)c4ccc(OC)cc4)cc3CC(=O)N([C@@H](C)CO)C[C@@H]2C)cc1` gave T cruzi HTS 3 and INS-1E rescue 1.
Screening C[C@@H]1CN([C@H](C)CO)C(=O)Cc2cc(NC(=O)CCCCCC(=O)Nc3ccccc3N)ccc2O[C@H]1CN(C)S(=O)(=O)c1cccs1 returned T cruzi HTS -25 and INS-1E rescue -3.
Screening C[C@@H]1CCCCO[C@@H](CN(C)Cc2ccccc2)[C@@H](C)CN([C@H](C)CO)C(=O)c2cc(NS(C)(=O)=O)ccc2O1 returned T cruzi HTS -5 and INS-1E rescue -5.
C[C@H](CO)N1C[C@H](C)[C@H](CN(C)S(=O)(=O)c2ccc(F)cc2)Oc2ccc(N(C)C)cc2CC1=O was read as T cruzi HTS 9 and INS-1E rescue 8.
For C[C@@H]1CN([C@H](C)CO)C(=O)Cc2cc(NC(=O)Nc3cccc4ccccc34)ccc2O[C@@H]1CN(C)Cc1ccc(-c2ccccc2)cc1 the results were T cruzi HTS inconclusive and INS-1E rescue -2.
Screening C[C@@H]1CN([C@H](C)CO)C(=O)c2cc(NC(=O)NC3CCCCC3)ccc2O[C@@H]1CN(C)S(=O)(=O)c1ccc(Cl)cc1 returned T cruzi HTS 1 and INS-1E rescue -5.
For C[C@@H]1CN([C@H](C)CO)C(=O)c2cccc(NC(=O)c3cnccn3)c2O[C@@H]1CN(C)C the results were T cruzi HTS -15 and INS-1E rescue 6.
For Cc1noc(C)c1NC(=O)N(C)C[C@@H]1OCCCC[C@@H](C)Oc2ccc(NC(=O)Nc3cccc4ccccc34)cc2C(=O)N([C@H](C)CO)C[C@@H]1C the results were T cruzi HTS -6 and INS-1E rescue 8.
COc1ccc(CN(C)C[C@H]2Oc3c(NC(=O)Nc4ccccc4)cccc3C(=O)N([C@H](C)CO)C[C@@H]2C)cc1 was read as T cruzi HTS 4 and INS-1E rescue -5.
Screening Cc1ccc(S(=O)(=O)Nc2ccc3c(c2)C(=O)N([C@H](C)CO)C[C@H](C)[C@@H](CN(C)C)O3)cc1 returned T cruzi HTS -17 and INS-1E rescue 10.
For Cc1noc(C)c1NC(=O)N(C)C[C@@H]1Oc2ccc(NC(=O)Cc3cn(C)c4ccccc34)cc2C(=O)N([C@H](C)CO)C[C@@H]1C the results were T cruzi HTS -18 and INS-1E rescue 3.
For COc1ccc(S(=O)(=O)N(C)C[C@@H]2Oc3c(NC(=O)c4ccc(-c5nccs5)cc4)cccc3C(=O)N([C@@H](C)CO)C[C@H]2C)cc1 the results were T cruzi HTS 6 and INS-1E rescue 15.
Screening C[C@H](CO)N1C[C@H](C)[C@@H](CN(C)C(=O)Nc2ccccc2)Oc2ccc(NC(=O)Nc3cccc4ccccc34)cc2C1=O returned T cruzi HTS 4 and INS-1E rescue 0.
Screening C[C@H]1CN([C@@H](C)CO)C(=O)Cc2cc(NC(=O)CCCN(C)C)ccc2O[C@@H]1CN(C)CC1CCCCC1 returned T cruzi HTS -14 and INS-1E rescue 0.
For C[C@@H]1CN([C@@H](C)CO)C(=O)c2cc(NS(=O)(=O)c3ccc(Cl)cc3)ccc2O[C@@H]1CN(C)S(=O)(=O)c1ccc(Cl)cc1 the results were T cruzi HTS 51 and INS-1E rescue -5.
`Cc1noc(C)c1S(=O)(=O)Nc1ccc2c(c1)C(=O)N([C@@H](C)CO)C[C@@H](C)[C@@H](CN(C)S(=O)(=O)c1ccc(F)cc1)O2` gave T cruzi HTS 5 and INS-1E rescue -5.
Screening CNC[C@H]1OCCCC[C@@H](C)Oc2ccc(NC(=O)Nc3ccc(OC)cc3)cc2C(=O)N([C@H](C)CO)C[C@@H]1C returned T cruzi HTS 2 and INS-1E rescue -4.
C[C@H](CO)N1C[C@H](C)[C@H](CN(C)Cc2ccc(Oc3ccccc3)cc2)Oc2ccc(NS(=O)(=O)c3ccc(F)cc3)cc2CC1=O was read as T cruzi HTS 35 and INS-1E rescue -12.
For COC(=O)CCCCCCC(=O)N/N=C/[C@H](O)[C@@H](O)[C@@H](O)[C@H](O)CO the results were T cruzi HTS -13 and INS-1E rescue 9.
COc1ccc(NC(=O)Nc2ccc3c(c2)CC(=O)N([C@@H](C)CO)C[C@H](C)[C@H](CN(C)S(=O)(=O)c2ccc(F)cc2)O3)cc1 was read as T cruzi HTS 6 and INS-1E rescue -11.
Screening C[C@H](CO)N1C[C@H](C)[C@@H](CN(C)Cc2ccc(C(F)(F)F)cc2)Oc2ccc(NS(=O)(=O)c3cn(C)cn3)cc2C1=O returned T cruzi HTS 0 and INS-1E rescue 1.
For C[C@H](CO)N1C[C@H](C)[C@H](CN(C)C(=O)Nc2cccc3ccccc23)Oc2ccc(NS(C)(=O)=O)cc2CC1=O the results were T cruzi HTS -4 and INS-1E rescue 8.

Six entries already listed, ordered by number of heavy atoms, low to high.
For COC(=O)CCCCCCC(=O)N/N=C/[C@H](O)[C@@H](O)[C@@H](O)[C@H](O)CO the results were T cruzi HTS -13 and INS-1E rescue 9.
Screening Cc1ccc(S(=O)(=O)Nc2ccc3c(c2)C(=O)N([C@H](C)CO)C[C@H](C)[C@@H](CN(C)C)O3)cc1 returned T cruzi HTS -17 and INS-1E rescue 10.
COc1ccc(CN(C)C[C@H]2Oc3c(NC(=O)Nc4ccccc4)cccc3C(=O)N([C@H](C)CO)C[C@@H]2C)cc1 was read as T cruzi HTS 4 and INS-1E rescue -5.
COc1ccc(NC(=O)Nc2ccc3c(c2)CC(=O)N([C@@H](C)CO)C[C@H](C)[C@H](CN(C)S(=O)(=O)c2ccc(F)cc2)O3)cc1 was read as T cruzi HTS 6 and INS-1E rescue -11.
C[C@H](CO)N1C[C@H](C)[C@H](CN(C)Cc2ccc(Oc3ccccc3)cc2)Oc2ccc(NS(=O)(=O)c3ccc(F)cc3)cc2CC1=O was read as T cruzi HTS 35 and INS-1E rescue -12.
For Cc1noc(C)c1NC(=O)N(C)C[C@@H]1OCCCC[C@@H](C)Oc2ccc(NC(=O)Nc3cccc4ccccc34)cc2C(=O)N([C@H](C)CO)C[C@@H]1C the results were T cruzi HTS -6 and INS-1E rescue 8.

Continuation.
Screening C[C@H]1CN([C@@H](C)CO)C(=O)c2cccc(NS(=O)(=O)c3ccccc3)c2O[C@@H]1CN(C)CC1CCCCC1 returned T cruzi HTS 8 and INS-1E rescue 6.
COc1ccc(S(=O)(=O)N(C)C[C@H]2Oc3c(NC(=O)C4CC4)cccc3C(=O)N([C@@H](C)CO)C[C@@H]2C)cc1 was read as T cruzi HTS -6 and INS-1E rescue 6.
C[C@@H]1CN([C@@H](C)CO)C(=O)Cc2cc(N(C)C)ccc2O[C@@H]1CN(C)C(=O)Nc1cccc2ccccc12 was read as T cruzi HTS -13 and INS-1E rescue 3.
C[C@H](CO)N1C[C@H](C)[C@@H](CN(C)C(=O)Oc2ccccc2)OCc2cn(nn2)CCCC1=O was read as T cruzi HTS -14 and INS-1E rescue 2.
Screening C[C@@H]1CN([C@H](C)CO)C(=O)c2cc(NC(=O)Nc3ccccc3)ccc2O[C@@H]1CN(C)Cc1ccccc1 returned T cruzi HTS -19 and INS-1E rescue 0.
`C[C@H]1CN([C@@H](C)CO)C(=O)CCCn2nncc2CO[C@H]1CN(C)S(=O)(=O)c1cccc(C#N)c1` gave T cruzi HTS -16 and INS-1E rescue 8.
Screening C[C@H](CO)N1C[C@H](C)[C@@H](CN(C)C(=O)NC2CCCCC2)Oc2ccc(NC(=O)Nc3ccc(C(F)(F)F)cc3)cc2C1=O returned T cruzi HTS 9 and INS-1E rescue -3.
For C[C@H]1CN([C@@H](C)CO)C(=O)c2cc(NS(=O)(=O)c3ccc(F)cc3)ccc2O[C@@H]1CN(C)Cc1ccc(Oc2ccccc2)cc1 the results were T cruzi HTS 69* and INS-1E rescue -16.
Screening C[C@@H]1CN([C@H](C)CO)C(=O)CCCn2nncc2CO[C@@H]1CN(C)C(=O)Nc1ccc2c(c1)OCO2 returned T cruzi HTS -19.

Retrieved by structure from the entries so far:
COc1ccc(S(=O)(=O)N(C)C[C@H]2Oc3c(NC(=O)C4CC4)cccc3C(=O)N([C@@H](C)CO)C[C@@H]2C)cc1 was read as T cruzi HTS -6 and INS-1E rescue 6.
`C[C@H](CO)N1C[C@H](C)[C@@H](CN(C)S(=O)(=O)c2cn(C)cn2)Oc2c(NC(=O)c3ccc(-c4nccs4)cc3)cccc2C1=O` gave T cruzi HTS -8 and INS-1E rescue 11.
For C[C@@H]1CN([C@H](C)CO)C(=O)c2cc(NC(=O)CCCCCC(=O)Nc3ccccc3N)ccc2O[C@@H]1CN(C)Cc1ccc(Cl)c(Cl)c1 the results were T cruzi HTS 46 and INS-1E rescue -1.
`Cc1noc(C)c1NC(=O)N(C)C[C@@H]1Oc2ccc(NC(=O)NC(C)C)cc2C(=O)N([C@H](C)CO)C[C@@H]1C` gave T cruzi HTS -23 and INS-1E rescue 11.

Only part of the results is shown; rates above refer to the full screens.
